Bioassay records as filed in PubChem BioAssay.
Vif inh: HIV Vif self-association inhibitors, primary screen, imaging, HEK293T, single point | HEK293T cells, Vif self-association by quenched fluorescence, 24 h | inhibition, % at 7.49 µM | 340,000 compounds, 0.35% hits; in the data active means inhibition above about 50%, passing the limit was not always enough; inconclusive means no clear call, values can overlap the other calls; inactive means below about 31%; further: some results filed as inactive read as strong as hits
TLR9-MyD88 block: inhibitors of TLR9-MyD88 association in cells, primary screen, cell-based, CHO, BLA complementation, fluorescence. Toll-like receptor 9 (Homo sapiens) + Myeloid differentiation primary response protein …. CCF4 FRET ratio. inhibition, % at 4.98 µM. 340,000 compounds, 0.21% hits. AID 504734, 2011;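 active means inhibition above the mean over all tested compounds plus 3 SD, cut at about 21% in these data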;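 further: 0% = DMSO only wells and 100% = clavulanate BLA inhibitor control wells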
Exocytosis inh: LAMP-1 surface exposure blockers, TALL-104 cells – cell-based, flow cytometry, MLPCN library, primary screen. TALL-104 LAMP-1 surface exposure; cells stimulated with thapsigargin and PMA. inhibition, % at 10 µM. 360,000 compounds, 0.66% hits. AID 651702, 2012;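 active means inhibition above about 55%, limit read from the data; inconclusive means no clear call, values can overlap the other calls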
ABHD5-PLIN5 inh: ABHD5-PLIN5 interaction inhibitors, primary screen, cell lysate, split luciferase complementation, luminescence; inhibition, % at 4 µM; 360,000 compounds, 0.78% hits; Perilipin-5 (Homo sapiens) + 1-acylglycerol-3-phosphate O-acyltransferase ABHD5 (Homo …; Split G. princeps luciferase complementation, 4 h;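 active means inhibition above the mean inhibition across every tested compound plus 3 SD, cut at about 22% in these data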;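 further: 0% = DMSO only wells and the 100% control is not disclosed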
Glyco luc inh: increase of ERlucT glycosylation luciferase signal, primary screen, N-linked glycosylation inhibitor project, D54 ERlucT cells, luminescence, set 2; AID 588692, 2011; 360,000 compounds, 0.23% hits; D54 ERlucT glycosylation luciferase reporter, 24 h; percent of 100 nM tunicamycin response; reporter increase, % at 12.5 µM;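 active means mean luciferase reporter signal, scaled so untreated is 0 and the glycosylation-blocking control 100, at or above a set limit in every replicate; inconclusive means mean reaches the limit but not every replicate does; inactive means mean below the limit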;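 further: luciferase carries N-glycosylation sites so blocking glycosylation raises the light; 0% = median of neutral control wells and 100% = median of 100 nM tunicamycin wells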
MC4R antag cAMP: MC4R antagonists of cAMP signaling, primary screen, cell-based, TR-FRET, antagonist arm of biased-ligand search. Melanocortin receptor 4 (Homo sapiens), P32245. MC4R-expressing cells, MTII-stimulated cAMP, LANCE TR-FRET. inhibition, % at 6.5 µM. 360,000 compounds, 0.48% hits. AID 540295, 2011;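 active means inhibition above its plate's cutoff, the mean of tested wells on that plate plus 3 SD, cut at about 29% in these data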;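 further: 0% = Melanotan II alone and 100% = Melanotan II plus saturating MCL0020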
Target sequence (P32245 whole entry, looked up): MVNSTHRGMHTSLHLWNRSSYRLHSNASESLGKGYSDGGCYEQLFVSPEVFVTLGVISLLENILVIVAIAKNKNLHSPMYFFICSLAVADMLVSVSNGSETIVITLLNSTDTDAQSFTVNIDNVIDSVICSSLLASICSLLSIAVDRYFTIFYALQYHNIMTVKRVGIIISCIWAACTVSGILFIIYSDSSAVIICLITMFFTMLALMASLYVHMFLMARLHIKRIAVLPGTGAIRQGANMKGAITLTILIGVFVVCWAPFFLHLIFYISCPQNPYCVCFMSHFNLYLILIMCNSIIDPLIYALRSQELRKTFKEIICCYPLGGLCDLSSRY
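Material – human MC4R-expressing U2OS cells · Repeats – no replicates · Detection – TR-FRET with Eu-cAMP and labeled anti-cAMP, 671 nm · Times – compound 30 min, challenge 1 h, detection 1 h · Compound – single nominal compound dose of 6.5 µM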
ABCB6 inh 2: ABCB6 transporter inhibitors, primary screen, K562-ABCB6 cells, flow cytometry, MLPCN library; 360,000 compounds, 0.19% hits; fluorescence ratio to DMSO, % at 10 µM; K562-ABCB6 porphyrin accumulation, 1 h; active compounds read low; AID 602162, 2011; ATP-binding cassette sub-family B member 6 (Homo sapiens), Q9NP58;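 active means fluorescence ratio to DMSO below 75%, the collection mean minus 3 SD; inconclusive means too few cells collected in the well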;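 further: signal is porphyrin accumulated inside mitochondria; 100% equals median channel fluorescence of DMSO control wells; lower ratio means ABCB6 inhibition with less porphyrin fluorescence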
MC4R ag barr: MC4R agonists recruiting beta-arrestin, primary screen, cell-based, luminescence, agonist arm of biased-ligand search. AID 540308, 2011. Melanocortin receptor 4 (Homo sapiens), P32245. U2OS MC4R beta-arrestin complementation; percent of melanotan II response, DMSO zero. activation, % at 8.9 µM. 360,000 compounds, 0.98% hits;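 active means activation above a per-plate cutoff, the mean activation of sample wells on that plate plus 3 SD, cut at about 8% in these data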
NOD2 RIPK2 PPI: NOD2-RIPK2 binding disruptors in cells, primary screen, fluorescence, CHO cells, BLA complementation; Receptor-interacting serine/threonine-protein kinase 2 (Homo sapiens), O43353; CCF4 ratio; inhibition, % at 4.98 µM; 360,000 compounds, 0.38% hits; in the data active means inhibition above about 21%;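 further: 0% = vehicle only and 100% = reference blocker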
Target sequence (O43353 whole entry, looked up): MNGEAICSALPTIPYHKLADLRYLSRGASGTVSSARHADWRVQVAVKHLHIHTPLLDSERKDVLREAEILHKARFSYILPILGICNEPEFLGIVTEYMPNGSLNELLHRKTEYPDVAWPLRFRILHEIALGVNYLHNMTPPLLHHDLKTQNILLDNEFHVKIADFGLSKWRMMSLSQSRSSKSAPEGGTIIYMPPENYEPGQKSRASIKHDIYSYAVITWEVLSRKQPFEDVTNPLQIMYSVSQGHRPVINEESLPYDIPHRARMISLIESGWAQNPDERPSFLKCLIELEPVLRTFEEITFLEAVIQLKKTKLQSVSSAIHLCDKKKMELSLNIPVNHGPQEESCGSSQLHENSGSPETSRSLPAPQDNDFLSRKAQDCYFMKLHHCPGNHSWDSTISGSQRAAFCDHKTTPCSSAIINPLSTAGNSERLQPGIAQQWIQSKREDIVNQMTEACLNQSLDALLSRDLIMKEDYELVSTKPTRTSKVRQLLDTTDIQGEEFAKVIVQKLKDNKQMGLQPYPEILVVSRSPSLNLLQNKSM
aDG glyco act: activators of alpha-DG glycosylation, primary screen, uHTS, Pro5-aDG cells, AlphaScreen | activation, % at 10 µM | 360,000 compounds, 0.22% hits | alpha-DG glycosylation AlphaScreen (IIH6); 0% Pro5, 100% B10-LARGE cell signal;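 active means activation of at least 8% versus controls, or a plate z-score of at least 8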;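 further: Pro5 are CHO cells carrying HIG-tagged alpha-DG that lacks glycosylation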
* hit, by the source's call; ? = inconclusive; . = not tested or not shown.

SMILES | Vif inh | TLR9-MyD88 block | Exocytosis inh | ABHD5-PLIN5 inh | Glyco luc inh | MC4R antag cAMP | ABCB6 inh 2 | MC4R ag barr | NOD2 RIPK2 PPI | aDG glyco act
CCCOC(=O)c1ccc(Oc2c(-c3ccc(OC)cc3O)n[nH]c2C)cc1 | ? | -7 | 6 | -15 | -1 | -3 | 102 | 0.3 | 11 | 0.0
COc1ccc(NC(=S)NNC(=O)CNc2ccc(Cl)cc2)cc1 | -7 | -2 | 0 | -12 | 2 | 0 | 101 | -1.4 | -5 | -0.1
Fc1ccc(NC(=S)Nc2ccc(F)c(Cl)c2)cc1Cl | -12 | -8 | 1 | -9 | -5 | 3 | 143 | 3.5 | -2 | 0.0
C=C1C(=O)O[C@@]23[C@H]1CC[C@@H](C)[C@@H]2CC[C@@]1(C)O[C@@H]31 | -5 | -10 | -4 | 13 | -12 | 10 | 108 | 1.0 | -8 | 0.2
COc1cc(C2NC(=O)C(C#N)=C(Nc3cccc(C)c3)S2)ccc1O (configuration not stated) | 3 | 3 | 32 | -19 | -1 | 3 | 99 | -1.1 | -3 | -0.1
COc1ccc(N(CC(=O)NC2CCCCCCC2)S(=O)(=O)c2c(C)nn(C)c2C)cc1 | -5 | -8 | -11 | -14 | 0 | 11 | 96 | 1.0 | -12 | -0.2
Cc1ccc(NC(=O)C2COc3ccccc3O2)cc1C (configuration not stated) | -13 | 0 | -4 | -3 | -1 | 6 | 94 | 0.9 | -6 | 0.0
CC(=O)Nc1ccc2sc(C)nc2c1 | 8 | 4 | -6 | 1 | 3 | 5 | 96 | 0.2 | 2 | -0.2
CCO[C@H]1OC(C(=O)NC2CC2)=C[C@@H](c2ccccc2)[C@@H]1CCCO | 2 | 2 | -6 | -8 | 2 | 4 | 90 | -2.0 | -4 | 0.1
COc1ccccc1N=Nc1c(C)noc1C | -10 | 4 | 3 | -3 | 2 | -13 | 95 | -2.9 | -6 | 1.4
CCN(CC(=O)NCc1ccco1)S(=O)(=O)c1ccc(F)cc1 | 31 | 2 | -3 | -10 | 1 | -5 | 89 | -1.2 | 4 | 0.1
CCOc1ccc(CCNC(=O)COC(=O)Cc2ccc(OC)c(OC)c2)cc1OCC | -7 | -9 | -11 | 4 | 0 | 6 | 97 | -4.0 | -7 | 0.1
CCCC1=NN2C(=N)/C(=C\c3ccc(SCc4ccco4)o3)C(=O)N=C2S1 | 31 | 2 | 2 | 9 | 1 | 2 | 108 | 1.6 | 2 | 0.4
O=C(O)CSc1nc2ccccc2nc1Cc1ccccc1F | -10 | 1 | -5 | -1 | 3 | 31* | 93 | -2.0 | -5 | 0.1
COc1cc2c(cc1OC)C(c1cccs1)N(C(=O)C(C)C)CC2 (configuration not stated) | 2 | 0 | -2 | -4 | 5 | 1 | 98 | -0.2 | -5 | -0.2
COc1cc(C=Cc2nnc3c4ccccc4cnn23)cc(OC)c1OC | 11 | -7 | 0 | -3 | 2 | 4 | 95 | -2.2 | -10 | -0.1
Cn1nc(N)nc1N1CCN(c2ccc(F)cc2)CC1 | -2 | 3 | 0 | 1 | 1 | 5 | 102 | -0.3 | -1 | -0.5
CC1CC(C)CN(C(=O)COC(=O)c2cc3ccccc3cc2O)C1 (configuration not stated) | -14 | 3 | 0 | -2 | -2 | -1 | 94 | -2.0 | 8 | 0.1
FC(F)(F)c1cnc(COc2ccc(Cl)cc2Cl)c(Cl)c1 | 1 | -1 | -4 | 7 | -3 | 5 | 98 | -0.7 | -4 | 0.2
O=C(Nc1ccccc1)c1cnc2n(c1=O)CCS2 | -1 | -6 | 2 | 2 | 4 | 8 | 97 | 0.1 | 5 | -0.1
CCC(C)[C@H](NC(=O)c1cc2cc(Cl)ccc2n1C)C(=O)N1CCC(C(=O)O)CC1 (some centres not stated) | -2 | -1 | -6 | -7 | 1 | 1 | 98 | -0.9 | -11 | 0.2
Cc1cc(N/N=C/c2ccc(O)cc2)nc(NS(=O)(=O)c2ccccc2)n1 | -7 | -4 | 2 | 0 | 2 | 3 | 97 | -2.6 | -11 | 0.0
Cc1c(CCO)c(=O)n(-c2ccccc2)n1S(=O)(=O)c1ccc([N+](=O)[O-])cc1 | -1 | -3 | -1 | -3 | -3 | 15 | 98 | -2.3 | -11 | -0.4
COc1cccc(/C=N/NC(=O)CCCC(=O)NC2CCCCC2)c1 | 4 | -11 | 2 | 6 | 2 | 3 | 98 | -0.2 | -1 | 0.0
Cc1ccc(CN2CCNC(=O)C2CC(=O)NC2CCCCCC2)cc1 (configuration not stated) | 5 | -12 | -19 | -2 | 1 | 17 | 106 | -2.7 | -1 | 0.3
O=C(NN1CCOCC1)c1ccccc1F | 3 | -3 | 1 | -6 | 0 | -2 | 98 | -2.3 | -9 | 0.3
CCOc1cc(/C=C2\C(=N)N3N=C(C)SC3=NC2=O)ccc1OCCOc1ccccc1 | 2 | -4 | -10 | 4 | 1 | 2 | 96 | -2.1 | -2 | -0.1
N=c1c2c3c(sc2ncn1Cc1ccco1)CCCCC3 | 2 | 7 | -3 | 2 | 2 | 3 | 95 | -2.1 | -3 | 0.7
COc1ccc(S(=O)(=O)N2CC(C(=O)O)Oc3ccc(Cl)cc32)cc1 (configuration not stated) | 4 | -1 | 1 | 4 | 1 | -6 | 285 | -1.3 | 4 | 0.0
CCOc1ccccc1NC(=O)COC(=O)c1ccc2ccccc2n1 | -1 | 2 | 16 | -3 | 1 | -7 | 95 | -1.2 | -8 | -0.2
Cc1ncc(CO)c(/C=N/NC(=S)Nc2cccc(Cl)c2)c1O | 3 | -10 | -5 | -8 | 0 | 5 | 110 | 0.2 | 6 | -0.2
CCCC(C)C(=O)Nc1nnc(CCc2ccccc2)s1 (configuration not stated) | 5 | -9 | -4 | 0 | 0 | -11 | 97 | 2.7 | -1 | -0.1
Cc1cn([C@@H](CCCCNC(=O)OC(C)(C)C)C(=O)NCCCCCCCCCCC(=O)N2CCN(C(=O)OC(C)(C)C)CC2)nn1 | -20 | -6 | -12 | 24* | -5 | 4 | 93 | 1.1 | -1 | 3.7
Cc1nc2sccn2c(=O)c1CCN1CCC(=C(c2ccc(F)cc2)c2ccc(F)cc2)CC1 | -1 | -10 | 19 | 7 | -3 | 2 | 162 | -0.4 | 10 | 0.0
Cc1nnc2sc(-c3ccncc3)nn12 | 8 | 6 | -1 | 3 | 0 | 1 | 100 | 0.8 | -2 | -0.2
CN(C)S(=O)(=O)c1ccc(NC(=O)c2c(F)cccc2Cl)cc1 | . | 8 | 0 | 3 | -4 | 0 | 97 | -1.1 | -2 | -0.5
Brc1cc2c(cc1CN1CCc3ccccc3C1)OCO2 | . | -2 | -16 | -14 | -2 | -4 | 99 | 2.1 | -3 | -0.1
CCOc1cc(/C=N/NC(=O)c2ccccn2)ccc1OC(=O)c1cccs1 | 2 | -7 | -2 | 7 | 4 | 0 | 99 | -3.3 | -4 | -0.1
CSc1nc(-c2ccccc2)nc(C(C)C)n1 | 2 | -1 | 9 | 2 | -2 | 10 | 100 | 1.8 | -14 | 0.1
Cc1cccc(Nc2nnc(SCC(=O)NC(=O)Nc3ccc4c(c3)OCCO4)s2)c1 | -7 | 1 | 5 | 3 | -6 | -1 | 99 | 22* | -2 | -0.3
COc1ccc2c(Cl)c(-c3nnc(SCC(=O)c4ccccc4)n3C)sc2c1 | -19 | 6 | -3 | 0 | 1 | 10 | 100 | 0.8 | 11 | 4.3*
C[C@H](NC(=O)N1CCn2c1nc1ccccc12)C(=O)NCc1ccc(F)cc1 | -7 | -5 | 6 | 0 | 4 | 3 | 101 | -2.3 | -8 | 0.4
NC(=O)Cn1ccc(O)c(Cc2ccc(Cl)cc2Cl)c1=O | -5 | -4 | 3 | 0 | 1 | 4 | 95 | -2.5 | -15 | -0.1
COc1ccc(Cc2nnc(NC(=O)CSc3ccccc3)s2)cc1 | 0 | 4 | 1 | 0 | 1 | -6 | 103 | 14* | 11 | -0.2
Cc1ccc(C)c(NC(=O)COc2coc(CN3CCc4ccccc43)cc2=O)c1 | -16 | -3 | 8 | 0 | -3 | -2 | 99 | -4.5 | 4 | 0.5
CCN(CC)S(=O)(=O)c1cccc(NC(=O)CNC2CCCCCC2)c1 | -5 | -1 | 1 | -5 | 0 | 4 | 101 | 0.5 | -2 | 0.7
O=C(CSc1nnc2sc3ccccc3n12)c1ccco1 | . | -6 | 3 | -2 | 2 | -1 | 95 | -0.8 | -6 | 0.1
CC(C(=O)NCc1cccc(Cl)c1)N1C(=O)c2ccccc2C1=O (configuration not stated) | 11 | 6 | -16 | 4 | 0 | 8 | 96 | 0.3 | 0 | 0.0
COC(c1ccccc1)c1nnc(CCC(=O)NC2CCCCC2)o1 (configuration not stated) | 6 | -8 | 3 | -6 | 2 | -11 | 97 | -4.5 | -10 | -0.1
Cc1ccc(NC(=O)NC(=O)COc2ccccc2C(N)=O)c(C)c1 | -3 | -1 | -2 | 2 | -1 | 11 | 100 | 4.7 | 8 | -0.1
CCC1(CC)NC(=O)N(CC(=O)OCC(=O)Nc2ccc(F)c(F)c2F)C1=O | 4 | -5 | -2 | -6 | 2 | 5 | 91 | 1.7 | -5 | -0.2
Cc1ccc(NC(=O)c2cc(-c3cc(Cl)ccc3O)n[nH]2)cc1C | 6 | 10 | 16 | -2 | 1 | 21 | 99 | 1.7 | -2 | -0.2
CCCCNC(=O)c1cc2nc3c(c(C(F)(F)F)n2n1)CCc1ccccc1-3 | -3 | 11 | 0 | 5 | 2 | 3 | 96 | -0.4 | 8 | -0.1
Cc1cc(N=Cc2c(O)n(-c3ccc4c(c3)OCO4)c(=O)c3ccccc23)ccn1 | -3 | 3 | -3 | -1 | -4 | 6 | 90 | 2.5 | 3 | -0.3
CCC1CCCCN1C(=O)CSc1nc(N)c(NC(=O)c2ccco2)c(=O)[nH]1 (configuration not stated) | 4 | -3 | 0 | -10 | 1 | 8 | 103 | 0.8 | 10 | 0.2

Only part of the results is shown (hit frequency here may not be typical).
